Compound activity as filed in PubChem BioAssay.
V1R ag counter: agonists of human V1a receptor, primary screen, counter-screen for OXTR agonist project, fluorescence, CHO-V1R cells. Fluo-8 calcium fluorescence, agonist mode; 0% DMSO, 100% 3 nM vasopressin. Vasopressin V1a receptor (Homo sapiens), P37288. 0.25% of 320,000 active. AID 2797, 2010. activation, % at 3 µM;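 active = activation above the mean activation of all tested compounds plus 3 SD, per screening run, cut at about 20% in these data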;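 note: signal is peak over basal fluorescence ratio across a 100 second FLIPR read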
TAAR1 agonist: human TAAR1 agonists, primary screen, Fluo-8 calcium fluorescence, CHO RD-HGA16 cells; Trace amine-associated receptor 1 (Homo sapiens), Q96RJ0; vehicle wells 0%, saturating PEA agonist 100%; 0.99% of 360,000 active; activation, % at 3 µM;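 active = activation above the mean activation of all test compounds in the run plus 3 SD, cut at about 38% in these data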
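Test system: RD-HGA16 (CHO) cells co-expressing Gα16 and hTAAR1; dosing: one-point dosing at 3 µM (nominal); timing: 17-24 h seeding, 75 min 37 °C dye, 30 min RT; signal: kinetic Fluo-8 calcium fluorescence; read-out basis: % activation relative to PEA EC100 response; controls: DMSO and PEA EC100; replicates: n 1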
CHO-K1 Ca PAM: nonselective calcium activators in parental CHO-K1 cells, primary screen, counter-screen for M1 PAM project, cell-based, Fluo-8 calcium fluorescence, full deck, 1536-well; activation, % at 3 µM; AID 602247, 2012; 0.02% of 360,000 active; ATP EC20; 0% at ATP EC20, 100% at ATP max;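 active = activation above the run cutoff, the mean activation of all test compounds plus 3 SD, cut at about 40% in these data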;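 note: peak over basal fluorescence ratio in a 140 s read after ATP addition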
CHO parental Ca: ATP-evoked calcium signal inhibitors, parental CHO, primary screen, counter-screen for OX1R antagonist project, cell-based, fluorescence, Fluo-8 calcium dye; AID 463079, 2010; parental CHO-K1, ATP-induced calcium, Fluo-8 fluorescence; 0.63% of 330,000 active; inhibition, % at 5.6 µM;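 active = inhibition above that plate's mean sample inhibition plus 3 SD, cut at about 26% in these data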;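 note: 0% = ATP-challenged DMSO wells and 100% = DMSO wells without ATP; some compounds past the cut are filed as inactive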
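Assay system – parental CHO cells · Reagent – ATP stimulus · Detection – intracellular calcium via Fluo-8 no-wash fluorescent dye · Evaluation – percent inhibition of ATP-evoked calcium rise, normalized to controls · Controls – ATP wells versus no-ATP DMSO wells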
CHO-K1 Ca antag: nonselective inhibitor or artifact in parental CHO-K1 cells; 0.6% of 360,000 active; ATP-induced calcium, Fluo-8 fluorescence; inhibition, % at 3 µM; AID 602250;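 active = inhibition above a per-plate cutoff, the plate's mean sample inhibition plus 3 SD, cut at about 24% in these data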;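 note: 0% = DMSO plus EC80 ATP and 100% = DMSO alone without ATP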
TAAR1 antag: human TAAR1 antagonists, primary screen, Fluo-8 calcium fluorescence, CHO RD-HGA16 cells; Trace amine-associated receptor 1 (Homo sapiens), Q96RJ0; 1.5% of 360,000 active; inhibition, % at 3 µM; AID 624466, 2012; antagonist;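 active = inhibition above a per-plate cutoff, the mean inhibition of test compounds on that plate plus 3 SD, cut at about 49% in these data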;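 note: 0% = DMSO plus EC80 beta-PEA response and 100% = DMSO alone without agonist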
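Material: CHO RD-HGA16 cells bearing hTAAR1; compound dosing: one-point dosing, 3 µM nominal final; schedule: dye loading 75 min at 37 °C, then 30 min room temperature; measured by: calcium fluorescence with Fluo-8; control set: vehicle and agonist controls; replication: n of 1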
OXTR potentiate: human OXTR potentiators, primary screen, fluorescence, CHO-OTR cells, Fluo-8 calcium; 0.061% of 320,000 active; AID 2445, 2010; Oxytocin receptor (Homo sapiens), P30559; Fluo-8 calcium fluorescence, potentiator mode; 0% = oxytocin EC15, 100% = EC100; activation, % at 3 µM;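 active = activation above that plate's cutoff, the mean activation of tested compounds plus 3 SD, cut at about 6.6% in these data, passing the limit was not always enough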;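 note: 100% uses oxytocin at 75 nM as the full agonist control; some results filed as inactive read as strong as hits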
Target sequence (P30559 whole entry, looked up): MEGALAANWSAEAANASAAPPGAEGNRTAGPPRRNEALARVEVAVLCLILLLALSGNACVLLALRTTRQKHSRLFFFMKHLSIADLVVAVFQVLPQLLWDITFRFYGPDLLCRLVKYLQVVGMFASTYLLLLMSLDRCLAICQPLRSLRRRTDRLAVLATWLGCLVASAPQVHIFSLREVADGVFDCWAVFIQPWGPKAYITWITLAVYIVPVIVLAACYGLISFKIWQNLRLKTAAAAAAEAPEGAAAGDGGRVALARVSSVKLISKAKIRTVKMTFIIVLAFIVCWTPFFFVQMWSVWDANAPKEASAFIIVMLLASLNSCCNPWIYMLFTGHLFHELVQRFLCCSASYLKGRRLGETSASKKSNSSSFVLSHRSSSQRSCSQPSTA
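Assay system: CHO cell line stably expressing human OTR. Reagent: EC15 oxytocin agonist. Dosing: single dose, 3.0 µM nominal final compound concentration. Timing: compound 6 min at room temperature before oxytocin, 100 s read. Signal: kinetic Fluo-8 calcium fluorescence. Controls: oxytocin EC15 low and EC100 high.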
M1 ag: human M1 muscarinic receptor agonists, primary screen, Fluo-8 calcium fluorescence, CHO-K1 cells, HTS. AID 588814, 2011. CHO-K1 hM1, agonist mode; 0% DMSO, 100% acetylcholine EC100. Muscarinic acetylcholine receptor M1 (Homo sapiens), P11229. activation, % at 3 µM. 0.33% of 360,000 active;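 active = activation above the run's mean compound activation plus 3 SD, cut at about 16% in these data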;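 note: peak over basal fluorescence ratio within a 140 s kinetic read after compound addition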
Target sequence (P11229 whole entry, looked up): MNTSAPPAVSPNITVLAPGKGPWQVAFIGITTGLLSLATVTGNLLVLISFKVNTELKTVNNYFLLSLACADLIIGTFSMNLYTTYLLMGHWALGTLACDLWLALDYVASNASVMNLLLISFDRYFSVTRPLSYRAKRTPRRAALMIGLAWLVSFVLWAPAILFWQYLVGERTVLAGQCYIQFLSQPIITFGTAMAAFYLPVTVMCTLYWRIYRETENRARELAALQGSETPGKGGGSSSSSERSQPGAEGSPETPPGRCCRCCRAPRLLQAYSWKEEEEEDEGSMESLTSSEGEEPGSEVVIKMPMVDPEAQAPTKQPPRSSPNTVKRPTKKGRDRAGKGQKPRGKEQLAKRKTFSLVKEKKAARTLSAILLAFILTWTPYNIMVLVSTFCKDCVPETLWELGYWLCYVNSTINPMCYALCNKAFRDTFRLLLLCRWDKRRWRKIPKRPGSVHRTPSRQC
CHO-K1 Ca ag: counter-screen for M1 agonists: effect in parental CHO-K1 cells; Fluo-8 calcium fluorescence; scaled to maximal ATP response, vehicle zero; activation, % at 3 µM; 0.48% of 360,000 active; AID 602248, 2012; in the data active = activation above about 15%;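 note: untransfected CHO-K1 host cells lacking M1 receptor as counterscreen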
Numbers without * were called inactive; x = not tested or not shown.

SMILES	V1R ag counter	TAAR1 agonist	CHO-K1 Ca PAM	CHO parental Ca	CHO-K1 Ca antag	TAAR1 antag	OXTR potentiate	M1 ag	CHO-K1 Ca ag
Cc1cc(C=C2C(=O)CCCC2=O)c(C)n1-c1ccccc1	-0.5	1	26	-8	-18	6	-8	-3	-0.4
NC(=O)CC1C(=O)N(c2ccc(Cl)cc2)C(=S)N1NC(=O)c1cccc(F)c1 (configuration not stated)	-0.9	0	11	-9	-4	1	-8	-5	6.4
O=C(Nc1nnc(SCC(=O)N2CCCC2)s1)C1CC(=O)N(c2ccccc2)C1 (configuration not stated)	0.1	1	-4	6	-2	-23	2	-1	0.3
Cc1ccccc1OCCC(=O)Nc1ccccc1C(=O)NC1CC1	-0.7	0	8	-16	-1	-1	10	-3	0.2
CCOc1ccccc1OCC(=O)NCc1ccco1	0.1	13	17	-10	-11	0	4	-6	0.4
O=C(Nc1ccn(CCCN2CCN(Cc3cccc4ccccc34)CC2)c(=O)n1)OCc1ccccc1	x	16	12	x	-1	15	x	-3	3.8
Cc1ccc(CNC(=O)c2cnc3ccccc3n2)cc1	5.4	7	9	-20	0	1	-11	1	5.3
CC(C)(C)c1ccc(C2C(C#N)=C(N)Oc3n[nH]c(-c4cccnc4)c32)cc1 (configuration not stated)	0.7	1	8	-17	-16	-24	-2	-5	0.6
Cc1c(Cl)cccc1N1C(=O)C(N2C(=O)c3cccc([N+](=O)[O-])c3C2=O)C1c1cccs1 (configuration not stated)	-0.1	x	25	-20	-8	x	-1	-6	0.7
CCCCN(CC)C(=O)Cn1cnc2sc(C)c(S(=O)(=O)N3CCC(C)CC3)c2c1=O	6.5	5	12	-34	-17	-24	-7	-2	3.4
COc1ccc(C(=O)NCCS(=O)(=O)N2CCN(C(=O)c3ccco3)CC2)cc1	-0.3	2	7	-17	-6	-20	-9	-2	0.9
COc1ccccc1C(=O)NCCCNc1nc2cc(C)cc(C)c2cc1C#N	x	3	11	x	4	-25	x	-2	6.2
C=CCn1c(SCC(=O)c2c(N)n(C)c(=O)n(C)c2=O)nnc1-c1ccoc1C	0.5	2	11	-9	-4	-9	-1	-4	0.3
COc1cc2c(cc1NC(=O)CSc1ccc(C)cc1)oc1ccccc12	0.3	14	-4	-18	2	6	-8	-4	-0.1
COc1ccc(CC(CC(=O)O)C(=O)Nc2ccc(Cl)c(Cl)c2)cc1 (configuration not stated)	0.9	4	23	7	-18	5	4	-6	0.6

Quoted at random: 3 compounds from above, in no set order.
SMILES	V1R ag counter	TAAR1 agonist	CHO-K1 Ca PAM	CHO parental Ca	CHO-K1 Ca antag	TAAR1 antag	OXTR potentiate	M1 ag	CHO-K1 Ca ag
Cc1ccc(CNC(=O)c2cnc3ccccc3n2)cc1	5.4	7	9	-20	0	1	-11	1	5.3
Cc1cc(C=C2C(=O)CCCC2=O)c(C)n1-c1ccccc1	-0.5	1	26	-8	-18	6	-8	-3	-0.4
Cc1ccccc1OCCC(=O)Nc1ccccc1C(=O)NC1CC1	-0.7	0	8	-16	-1	-1	10	-3	0.2

Remaining list, next part
SMILES	V1R ag counter	TAAR1 agonist	CHO-K1 Ca PAM	CHO parental Ca	CHO-K1 Ca antag	TAAR1 antag	OXTR potentiate	M1 ag	CHO-K1 Ca ag
CCc1nc(OCCN(CC)CC)c2oc3ccccc3c2n1	0.1	12	0	-6	-6	1	-1	-6	0.6
CCCc1nnc(NC(=O)CCC(=O)N2CCN(CCOc3ccc(C)cc3)CC2)s1	5.2	2	17	-20	-7	-22	-10	10	2.2
Cc1ccc(NC(=O)c2ccccc2)cc1-n1cnnn1	0.6	5	14	-4	-7	5	-5	-7	0.5
Cc1sc2ncnc(SCC(=O)Nc3ccc(S(=O)(=O)N4CCOCC4)cc3)c2c1C	1.6	3	13	-23	-15	-6	2	-3	1.2
Cc1ccc(-c2cc(C(=O)NC3CCCCC3)no2)cc1	0.4	-2	0	0	-8	-1	-6	-3	1.1
CNC(=O)NC(=O)COC(=O)CCc1nc(=O)c2ccccc2n1C	0.3	2	-16	-1	21	9	0	-8	-0.2
Cc1cc2nc(N)sc2cc1[N+](=O)[O-]	0.3	16	9	-13	-22	-18	3	-2	0.5
S=C(NC1CCCCC1)N1CCC(C2C=NC=N2)CC1 (configuration not stated)	x	2	31	x	-21	-13	x	-7	0.5
O=c1c2c(-c3ccc([N+](=O)[O-])cc3)ccnc2[nH]n1-c1ccccc1	0.2	1	-10	-16	7	-5	-20	-4	-0.3
COc1cccc(CNC(=O)COC(=O)C2CCN(c3ccc(C(F)(F)F)cn3)CC2)c1	0.8	-1	-19	-24	4	7	-5	-6	-0.8
C=C(C)C1CCC2(C(=O)O)CCC3(C)C(CCC4C5(C)C(C=O)C(O)C(C)(C)C5CCC43C)C12 (configuration not stated)	0.5	8	17	-13	-1	-8	3	-5	0.5
COC(=O)C1=C(C)NC(C)=C(C(=O)OC)C1c1ccc(OC(=O)c2ccco2)cc1	-0.1	9	-2	-5	-2	-8	-4	-1	0.8
O=C(Nc1ncc(Cc2ccccc2)s1)C1CCCO1 (configuration not stated)	0.3	1	4	-15	-4	-10	-6	-1	-0.2
Cc1cc2c(cc1S(=O)(=O)N(C)c1ccccc1)NC(=O)CO2	1.1	7	21	-6	-6	2	-11	-6	2.9
O=C(c1cc(-c2cccs2)on1)N1CCCCC1	-0.9	0	3	-12	-26	23	-9	-4	-0.6
Cc1ccc(-n2nnnc2SC(C)C(=O)Nc2ccccc2-c2ccccc2)cc1 (configuration not stated)	0.7	5	6	-16	-6	1	-13	-10	-0.3
Cc1ccc(S(=O)(=O)N(C)c2ccc(OCC(=O)NC3=NCCS3)cc2)cc1	1.7	4	5	-7	-1	0	-9	-7	23*
O=C(NC1CCCCC1)C(=O)c1c[nH]c2ccccc12	4.9	0	-4	-14	11	8	-3	-3	0.1
CCN(CC)CCn1c(=N)n(CC(=O)c2ccc(C)cc2)c2ccccc21	-0.1	4	16	-17	-13	-7	-17	-10	-0.3
CC(=O)NN1C(=O)c2ccccc2NC1c1ccoc1 (configuration not stated)	0.3	11	13	13	-15	15	-14	-3	0.2
CN(C)C(=S)Oc1ccccc1-c1ccccc1OC(=S)N(C)C	-1.1	-1	13	-11	-9	7	-9	-9	0.4
COc1ccc(NC(=O)C(C)N2c3cccc4cccc(c34)S2(=O)=O)cc1 (configuration not stated)	1.9	9	22	-20	-10	3	-8	-4	4.8
N#Cc1c(C(F)(F)F)cc(Cc2ccccc2)nc1SCC(=O)NCC(=O)O	0.4	0	25	-5	-8	-4	-11	-1	3.7
COC(=O)CNC(=O)/C=C/c1cc(Br)ccc1OC	-0.3	2	7	-5	-11	-19	-6	-1	0.0
Brc1ccc(-c2ncc(-c3ccccc3)cn2)cc1	0.8	12	16	13	3	-18	-1	2	1.9
O=C(Nc1cccc(C(F)(F)F)c1)C1Cc2c(-c3ccccc3)ccnc2O1 (configuration not stated)	x	1	11	x	2	9	x	-1	11
CC(NC(=O)c1ccc(NC(=O)CC2SC(N3CCCC3)=NC2=O)cc1)c1ccccc1 (configuration not stated)	0.0	4	4	-4	10	1	-4	-2	0.1
Cc1cc(C)c(S(=O)(=O)Nc2cnc3ccccc3c2)c(C)c1	3.5	-3	4	-30	8	-1	-8	-3	2.4
O=C(O)/C(=C\c1ccc(Br)cc1)NC(=O)c1cccs1	0.0	2	14	-9	-18	3	-2	-4	0.7
Cn1ccnc1SCC(=O)NC1CCCCC1	-0.6	19	7	-4	-2	5	-18	0	0.6
Cn1ncc2c(Nc3cccc(C(=O)O)c3)ncnc21	0.3	8	-9	-1	-5	-14	4	0	-0.1
O=C(COC(=O)/C=C/c1ccco1)NCc1ccco1	0.4	1	20	-9	-15	16	-2	-2	0.8
Cc1cccc(NS(=O)(=O)c2cccc(C(=O)N3CCN(S(=O)(=O)c4ccccc4)CC3)c2)c1	3.2	3	2	-15	2	-10	-2	-2	4.1
CCN1CCN(CC(=O)Nc2ccc(C)cc2C)C(=O)C1=O	1.0	2	-7	10	-1	0	-6	-2	0.5
COc1cccc(C(O)c2ncc(-c3cccc(F)c3)[nH]2)c1 (configuration not stated)	x	1	-15	x	19	-25	x	-4	0.1
CCCCC(=O)Nc1ccc(NC(=O)C2CC2)nc1	0.0	4	17	2	-17	1	-11	-1	0.3
N#C/C(=C\c1ccc(N2CCOCC2)o1)c1nc2ccccc2[nH]1	16	92*	17	7	-6	27	-23	16	5.0
CC(=O)c1cccc(NS(=O)(=O)c2c(C)noc2C)c1	2.4	9	16	3	1	-7	-3	-5	0.7
O=C(Nc1ccc(F)cc1)C(=O)C1C(=O)Nc2ccccc21 (configuration not stated)	7.4	0	12	-9	-16	-11	2	-2	0.7
Cc1ccc(S(=O)(=O)N2CCN(C(=O)CCCOc3cccc(C)c3)CC2)cc1	-0.3	0	5	-19	-11	19	0	-3	0.9
CC1CCN(C(=O)CN(Cc2ccc(Cl)cc2)S(C)(=O)=O)CC1	1.2	1	15	-9	-10	0	-4	-8	2.9
Cn1c(=O)c2c(-c3ccccc3)n(-c3cccc(O)c3)cc2n(C)c1=O	x	7	7	x	2	16	x	-3	3.3
CC(C)c1ccc(S(=O)(=O)N2CCN(C(C)C(=O)Nc3ccccc3-c3ccccc3)CC2)cc1 (configuration not stated)	0.4	10	-14	-44	17	-12	-7	-1	-0.6
Cc1nc2ncnn2c(C)c1CCC(=O)N1CCOCC1	0.1	9	22	-2	-9	7	1	-3	0.5
O=C(Nc1cc(N2CCCCC2)ncn1)c1ccc(F)cc1	-1.0	5	16	-29	-6	-14	-3	-6	0.8
Cc1ccc(OC(=O)c2ccncc2)c(C)c1	-0.9	-3	15	4	-14	-19	-18	-3	0.1
Cc1ccc(C)c(S(=O)(=O)NCC(=O)NCc2ccco2)c1	-0.8	8	15	-8	-8	1	6	-2	0.7
COc1cc2c(c3ccccc13)CCCC2=O	x	-2	6	x	-6	-10	x	-5	-0.8
